BLM inh – inhibitors of human Bloom syndrome helicase BLM; actives 0.2% (n = 350,000); P54132; Potency, µM (doses to about 56.1 µM), for inactives: at the top dose activity change, negative = inhibition, hits mostly inhibitors; AID 2528; recombinant BLM DNA unwinding, fluorescence dequenching;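 note: potency is the fitted concentration of half-maximal effect; plate controls were vehicle for no effect and no enzyme for full effect; nearly all actives have a fitted effect of over 35% in size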
ERG-DNA inh – blocks human ERG Ets domain binding to DNA. P11308. fluorescence polarization, His-ERG Ets domain / labelled DNA. Potency, µM (highest dose often 76.9 µM), inactives show top-dose FP activity, negative = inhibition, usual class: inhibitors. actives 0.028% (n = 370,000). AID 624246; active = well fitted inhibition curve with a large enough effect in the polarisation, with a control signal flat; inconclusive = small, poorly fitted or top-dose-only effect, or effect the other way, or a change in a side signal; inactive = no such curve, though single readings can be large or run the other way; the % refers to the polarisation;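 note: polarization taken with two DNA probes labelled with fluorescein and Texas red; potency is the fitted concentration of half-maximal effect; % of control where 0% means no effect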
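His-tagged ERG Ets domain (1 uM in the protein solution; 300mM KCl, 50mM Tris-HCl, 1mM EDTA, 1mM DTT, pH 7.5) received compound, then a probe mix of 5 nM fluorescein-DNA and 100nM Texas-615-DNA. Fluorescence polarization was read for both dyes.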
POLK inh – inhibitors of human DNA polymerase kappa; actives 0.53% (n = 400,000); purified Pol kappa, fluorescent DNA synthesis assay, 10 min; Potency, µM (highest dose often 107 µM), inactives show at the top dose activity, negative = inhibition, most hits filed as inhibitors; Q9UBT6; note: potency is the fitted concentration of half-maximal effect; % is set by controls: 0 for no effect and ±100 for the full control effect
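Enzyme at 10 nM met test compounds for 15 min at room temperature. Substrate addition (50 nM final) began the reaction, which was monitored by fluorescence at 0 and 10 min.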
Apoferritin bind – binds horse apoferritin like a general anesthetic. actives 0.074% (n = 350,000). apoferritin/1-aminoanthracene competitive binding, fluorescence. Potency, µM (titrated, usually from 77.5 µM), inactives show at the highest dose activity change, negative = displacement, most hits filed as inhibitors; note: potency is the fitted concentration of half-maximal effect; % is set by controls: 0 for no effect and ±100 for the full control effect; nearly all actives have a fitted effect of over 20% in size
Target sequence (P02791 2-175 limits assumed): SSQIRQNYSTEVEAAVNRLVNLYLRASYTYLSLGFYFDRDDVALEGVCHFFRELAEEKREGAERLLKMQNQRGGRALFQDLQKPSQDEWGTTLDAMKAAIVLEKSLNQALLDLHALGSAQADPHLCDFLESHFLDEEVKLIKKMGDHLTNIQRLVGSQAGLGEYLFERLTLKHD
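Concentration-response curves derived by four-parameter Hill fitting of normalized fluorescence, where compounds displaced 1-AMA from 10 uM horse apoferritin following a brief 10 min room-temperature incubation; propofol titration acted as positive control.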
POLI inh – blocks human DNA polymerase iota activity; Q9UNA4; Pol iota fluorescent replication assay, 10 min; Potency, µM (highest dose often 115 µM), inactives show at the highest dose activity, negative = inhibition, usual class: inhibitors; actives 1% (n = 390,000); AID 588590; note: potency is the fitted concentration of half-maximal effect
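Pol iota at 10 nM preincubated 15 min with compounds at room temperature; reaction started with fluorescent substrate, 50 nM final. Fluorescence read kinetically at 0 and 10 min; buffer-only wells as negative control.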
POLB inh – DNA polymerase beta (human) inhibition; Potency, µM (highest dose often 114 µM), inactives show at the top dose activity change, negative = inhibition, most hits filed as inhibitors; P06746; Pol beta primer extension/strand displacement, fluorescence kinetic; actives 1.3% (n = 340,000); note: potency is the fitted concentration of half-maximal effect; % is set by controls: 0 for no effect and ±100 for the full control effect
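Curves were derived by four-parameter Hill fits of normalized qHTS data. The kinetic fluorescent primer-extension read was taken at 0 and 10 min after 50 nM substrate, following a 15 min room-temperature preincubation of 10 nM enzyme with compounds.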
APE1 inh – APE1 (human) endonuclease inhibition | actives 0.35% (n = 350,000) | P27695 | Potency, µM (doses to about 65.8 µM), without a hit: at the top dose activity change, negative = inhibition, actives largely listed as inhibitors | recombinant APE1, TAMRA/BHQ-2 abasic DNA cleavage fluorescence;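 note: potency is the fitted concentration of half-maximal effect; plate controls were vehicle for no effect and reference inhibitor for full effect; nearly all actives have a fitted effect of over 55% in size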
Target sequence (P27695 whole entry, looked up): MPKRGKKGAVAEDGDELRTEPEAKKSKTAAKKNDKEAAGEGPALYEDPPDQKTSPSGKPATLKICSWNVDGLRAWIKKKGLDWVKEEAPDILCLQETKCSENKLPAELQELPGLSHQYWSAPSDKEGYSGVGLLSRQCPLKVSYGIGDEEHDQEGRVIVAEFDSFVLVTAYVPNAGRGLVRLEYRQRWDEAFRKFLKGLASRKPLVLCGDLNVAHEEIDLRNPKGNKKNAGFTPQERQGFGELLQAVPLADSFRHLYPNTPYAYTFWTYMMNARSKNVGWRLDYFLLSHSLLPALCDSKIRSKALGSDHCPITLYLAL
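Substrate: short duplex with […] THF abasic site, 5'-TAMRA and 3'-BHQ-2, 50 nM final. APE1 at 0.75 nM, preincubated 15 min RT with compound. Fluorescence increase from first to third read measured activity.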
12-LOX inh – inhibitors of human 12S-lipoxygenase ALOX12. P18054. purified 12hLO, xylenol orange hydroperoxide absorbance. Potency, µM (highest dose often 108 µM), for inactives: at the highest dose activity change, negative = inhibition, usual class: inhibitors. actives 1.1% (n = 580,000); note: potency is the fitted concentration of half-maximal effect; % is set by controls: 0 for no effect and ±100 for the full control effect
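Purified human 12hLO (150 nM final) in 25 mM Hepes, 0.01% Triton X-100, pH 7.0 was preincubated 15 min at room temperature with compound. Then 40 uM arachidonic acid was added, 30 min. Hydroperoxide was read by Fe-XO absorbance ratio 573/405 nm.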
TRHR agonist – activates the human TRH receptor; activation, % at 2 µM; AID 493084; actives 0.18% (n = 360,000); P34981; TRHR cells, calcium flux fluo-8, FDSS agonist mode; in the data active = activation above about 30%; note: 0% is about no effect
Target sequence (P34981 whole entry, looked up): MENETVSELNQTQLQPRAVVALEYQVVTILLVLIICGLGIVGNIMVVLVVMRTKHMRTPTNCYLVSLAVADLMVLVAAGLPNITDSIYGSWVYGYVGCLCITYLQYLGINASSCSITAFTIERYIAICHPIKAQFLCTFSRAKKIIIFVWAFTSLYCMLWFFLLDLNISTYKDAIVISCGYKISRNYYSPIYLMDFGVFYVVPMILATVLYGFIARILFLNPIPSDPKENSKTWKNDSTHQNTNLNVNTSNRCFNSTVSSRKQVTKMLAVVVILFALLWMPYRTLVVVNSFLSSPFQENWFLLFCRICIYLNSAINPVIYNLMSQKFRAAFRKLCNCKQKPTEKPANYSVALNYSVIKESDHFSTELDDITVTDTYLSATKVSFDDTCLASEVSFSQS
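In this calcium-flux screen, cells bearing human TRHR are dye-loaded with fluo-8, baselined for 10 cycles, then exposed to library compounds; positive kinetic calcium responses during the agonist phase mark hits, with TRH as control.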
An asterisk follows results filed as active; ? = inconclusive; . = not tested or not shown; & = joins results of further samples; [ ] = remark or other dose. Unless noted, calls come from the whole dose curve; as a rule, active = well fitted curve in the direction sought with a large enough effect; inconclusive = small, poorly fitted or top-dose-only effect, or another doubt; inactive = no such curve, though single readings can be large; an effect the other way counts as inactive or inconclusive. Some of the compounds tested, so the mix of outcomes need not match the whole.

SMILES | BLM inh | ERG-DNA inh | POLK inh | Apoferritin bind | POLI inh | POLB inh | APE1 inh | 12-LOX inh | TRHR agonist
CCn1c(-c2ccc(C)cc2)nn(CC(=O)NCCc2ccccc2)c1=S | -1% | 16% | -4% | -2% | 52%[activator] | 1% | -4% | 1% | -0.6
COc1ccc(CN2CCN(C(=O)c3ccc(CNS(=O)(=O)c4ccc(C)cc4)cc3)CC2)c(OC)c1OC | -2% | -2% | -11% | 1% | -7% | 26% | -2% | -17% | -0.5
O=C(NCC1CCCN1S(=O)(=O)c1ccccc1)C(=O)NC1CC1 (stereo not drawn) | . | 2% | -3% | . | 28% | . | 21% | -16% | -0.1
COc1ccccc1CNS(=O)(=O)c1ccc(-c2cnc(C3CC3)o2)cc1 | -8%&-4% | 14%&-1% | -1% | 1%&-1% | 0% | -12%&-6% | -12% | 36%&-7%[activator] | 0.4&-0.5
Cc1cc(C(=O)NC2CC(C)(C)Cc3c2cnn3-c2ccccc2)n[nH]1 (stereo not drawn) | 1% | -5% | 6% | -9% | 24% | -13% | 31%[activator] | 2% | 0.0
COc1cccc(C2CC(c3cccs3)=NN2C(=O)CSc2nc3c(cnn3-c3ccc(F)cc3)c(=O)[nH]2)c1OC (stereo not drawn) | ? | 12% | 3% | 8% | -10% | 1% | 4% | . | -0.3
COc1ccc(/C=C2\SC(=S)N(CC(=O)Nc3nnc(C)s3)C2=O)cc1 | -3% | 4% | -6% | 0% | -4% | ? | 6% | -1% | -0.7
COc1cc(/C(O)=C(\C#N)c2nc3ccccc3[nH]2)cc(OC)c1OC | -10% | 2% | 4% | -1% | 24% | 11% | 17% | 3% | 0.7
O=C(COc1ccc(F)cc1)Nc1ccc(S(=O)(=O)N(Cc2ccccc2)c2ccccc2)cc1 | -5% | 6% | 6% | -4% | 23% | 0% | . | -5% | -0.5
COc1ccc(-n2c(-c3ccc(F)cc3)cnc2SCC(=O)NCc2ccco2)cc1 | -10% | 9% | -7% | -18% | 15% | 1% | -8% | -13% | -0.6
COC(=O)c1c(NC(=S)Nc2ccc(C(=O)N3CCOCC3)cc2)sc2c1CCC2 | -4% | 6% | -19% | -5% | ? | 3% | -7% | -15% | 0.9
CC(=O)c1ccc(OCCN2CCOCC2)cc1 | 0% | 3% | 2% | -6% | 8% | 1% | -1% | 0% | 0.8
CCOC(=O)c1cnc2ccc(C)cc2c1Nc1ccc(N2CCOCC2)cc1 | -4% | -2% | -11% | -2% | -1% | 0% | -6% | ? | -0.4
CCOc1c(Cl)cc(C(=O)N(Cc2ccc(N(C)C)cc2)Cc2ccco2)cc1Cl | -8% | 1% | 10% | 48%[activator] | 17% | 22% | . | -25% | 0.2
COc1ccccc1NC(=O)CN1C(=O)CSC(C)C1=O (stereo not drawn) | 1% | 0% | 0% | -3% | 21% | 13% | 3% | 0% | 0.7
CCn1c(C(=O)NCc2cc(Br)ccc2OC)cc2oc3ccccc3c21 | -9% | -1% | -5% | -2% | 3% | -24% | . | 0% | 0.6
O=C(O)c1ccc2c(c1)C(=O)N([C@H](Cc1ccc(-c3ccccc3)cc1)C(=O)O)C2=O | 1% | . | . | -3% | . | . | -12% | . | 0.3
CCOc1ccccc1N(CC(=O)NC1CCCCC1)C(=O)CCCC(=O)Nc1ccccn1 | 0% | 0% | -9% | -15% | 9% | -23% | 3% | 55%[activator] | -0.4
CCCCN(C(=O)c1cccc(C)c1)c1c(N)n(CCC)c(=O)[nH]c1=O | 0% | -1% | -12% | 32%[activator] | -1% | 15% | -9% | 13% | -0.3
C/C(=N\NS(=O)(=O)c1ccccc1)c1ccc2c(c1)OCO2 | -5% | 4% | 3% | -19% | 13% | 7% | -2% | 16% | -1.4
Cc1nc2ccc(-c3ccccc3)cc2o1 | -2% | -12% | -6% | -22% | -7% | 3% | -6% | 4% | -0.1
CNS(=O)(=O)c1cn(CC(=O)NCc2ccc(N(C)C)cc2)cc1S(=O)(=O)NC | -4% | 0% | 1% | -5% | 91%[activator] | -20% | 44% | 0% | 0.2
COc1ccc(/C=C2\N=C(SC)N(c3ccccc3OC)C2=O)cc1 | -14% | -20% | 6% | -11% | 23% | -3% | -6% | -27% | -0.7
Cc1nc2ccccc2nc1N1CCCC1 | -2% | -2% | 5% | -2% | 61%[activator] | 31% | 16% | -5% | -0.3
O=C(COc1ccccc1)N1CCN(C(=O)Cc2ccccc2)CC1 | -3% | -9% | 6% | -8% | -1% | 33% | -2% | 14% | 0.0
Cc1ccc(/C=N/NC(=O)NC23CC4CC(CC(C4)C2)C3)o1 | -13% | 3% | -9% | ? | 123%[activator] | 0% | 1% | 140%[activator] | -0.9
COc1ccc(-c2cc3cc(OC)c(OC)cc3c(C)n2)cc1 | -3% | -12% | -1% | -13% | 17% | -11% | -9% | -30% | -1.7
COc1cc(CN(CCN(C)C)Cc2ccccc2)ccc1OCc1ccccc1 | 4% | -2% | 0% | -23% | 134%[activator] | -1% | 21% | ? | 0.8
COC(=O)c1ccc(S(=O)(=O)NNC(=O)COc2ccc(C)cc2)cc1 | 2% | -2% | -1% | -9% | 11% | 3% | 5% | ? | 0.3
COC(=O)[C@@]12CCCCN1[C@H](c1ccc(-c3ccccc3)cc1)[C@@H]1C(=O)N(C)C(=O)[C@@H]12 | . | 5% | -6% | . | -20% | . | -14% | 9% | -0.1
Brc1ccc(-c2csc(N3CCc4ccccc4C3)n2)cc1 | -8% | 2% | -19% | -10% | 12% | 21% | -4% | 0%[57.4 µM] | 0.4
Cc1ccc(C(=O)NCCNC(=O)c2ccco2)cn1 | -6% | -6% | 2% | -7% | 25% | 90% | 18% | 2% | 0.0
CCC1CCCCN1CCCNC(=O)C1CCN(c2ncnc3c2nc2n3CCCCC2)CC1 (stereo not drawn) | 1% | 7% | 5% | 2% | -25% | 22% | 27% | 15% | 0.2
O=C(Oc1ccc2ccccc2c1)C1CCC1 | -8% | 1% | -18% | ? | 29% | 1% | 46%[activator] | 0% | -0.8
O=S(=O)(Nc1ccc2c(c1)OCCO2)c1cccs1 | 0% | . | 5%[60.1 µM] | -7% | -25% | -15% | -3% | 2% | 0.1
N#C/C=C(/N)N1CCN(c2ccc(Cl)c(Cl)c2)CC1 | 3% | 6% | -9% | 5% | -4% | -21% | 3% | ? | 0.9

By substructure, those above with a cyano group.
SMILES | BLM inh | ERG-DNA inh | POLK inh | Apoferritin bind | POLI inh | POLB inh | APE1 inh | 12-LOX inh | TRHR agonist
COc1cc(/C(O)=C(\C#N)c2nc3ccccc3[nH]2)cc(OC)c1OC | -10% | 2% | 4% | -1% | 24% | 11% | 17% | 3% | 0.7
N#C/C=C(/N)N1CCN(c2ccc(Cl)c(Cl)c2)CC1 | 3% | 6% | -9% | 5% | -4% | -21% | 3% | ? | 0.9

Later entries:
SMILES | BLM inh | ERG-DNA inh | POLK inh | Apoferritin bind | POLI inh | POLB inh | APE1 inh | 12-LOX inh | TRHR agonist
CCN(C(=O)CSc1n[nH]c(-c2cc(Cl)ccc2OC)n1)C1CCS(=O)(=O)C1 (stereo not drawn) | . | 18% | -13% | . | -8% | . | 0% | 1% | -0.1
COc1ccc(NC(=O)Nc2c(O)ccc3ccccc23)cc1 | . | -7% | -19% | . | ? | . | . | 0% | .
Clc1ccc(C2CC(c3cccs3)n3ncnc3N2)cc1 (stereo not drawn) | 1% | 3% | -8% | 3% | 55%[activator] | ? | -7% | 0% | 0.1
O=C1CN(S(=O)(=O)c2cccc(C(=O)O)c2)c2ccccc2N1 | -1% | -2% | -13% | 7% | -4% | 7% | -6% | 0% | 1.7
CCOc1ccc(C(=O)Nc2c(C)nc(Nc3ccccc3)nc2Nc2ccccc2)cc1OCC | -5% | 19% | -20% | -8% | 71µM* | 15% | . | -30%&-15% | 1.7
CCOC(=O)C1=C(CC)Nc2ccccc2N/C1=N\S(=O)(=O)c1ccccc1OC | . | 6% | -17% | . | 3% | . | 12% | 1% | -0.3
CC(NCC(=O)NC(=O)NCCC1=CCCCC1)c1ccc(S(N)(=O)=O)cc1 (stereo not drawn) | . | 5% | -11% | . | 8% | . | . | ? | .
CCOc1ccc(-c2n[nH]c(C)c2Oc2ccccc2OC)c(O)c1 | -15% | . | -20% | ? | 12% | 4% | -8% | -2% | -0.8
Cc1oc(-c2ccc(C(=O)N(C)Cc3ccccc3)cc2)nc1CN1CCc2ccccc21 | -17% | 8% | -10%[60.1 µM] | 43%[activator] | -7% | 10% | . | -29% | 0.4
CC1(C#N)c2ccccc2C(Br)=CN1C(=O)c1ccccc1 (stereo not drawn) | . | 3% | -13% | . | -9% | . | 9% | ? | -0.6

Among those listed so far, these contain an NH in an aromatic ring.
SMILES | BLM inh | ERG-DNA inh | POLK inh | Apoferritin bind | POLI inh | POLB inh | APE1 inh | 12-LOX inh | TRHR agonist
Cc1cc(C(=O)NC2CC(C)(C)Cc3c2cnn3-c2ccccc2)n[nH]1 (stereo not drawn) | 1% | -5% | 6% | -9% | 24% | -13% | 31%[activator] | 2% | 0.0
COc1cccc(C2CC(c3cccs3)=NN2C(=O)CSc2nc3c(cnn3-c3ccc(F)cc3)c(=O)[nH]2)c1OC (stereo not drawn) | ? | 12% | 3% | 8% | -10% | 1% | 4% | . | -0.3
COc1cc(/C(O)=C(\C#N)c2nc3ccccc3[nH]2)cc(OC)c1OC | -10% | 2% | 4% | -1% | 24% | 11% | 17% | 3% | 0.7
CCCCN(C(=O)c1cccc(C)c1)c1c(N)n(CCC)c(=O)[nH]c1=O | 0% | -1% | -12% | 32%[activator] | -1% | 15% | -9% | 13% | -0.3
CCN(C(=O)CSc1n[nH]c(-c2cc(Cl)ccc2OC)n1)C1CCS(=O)(=O)C1 (stereo not drawn) | . | 18% | -13% | . | -8% | . | 0% | 1% | -0.1
CCOc1ccc(-c2n[nH]c(C)c2Oc2ccccc2OC)c(O)c1 | -15% | . | -20% | ? | 12% | 4% | -8% | -2% | -0.8

Screening results deposited in PubChem BioAssay by National Center for Advancing Translational Sciences (NCATS).
